Rab9 prom act = activators of Rab9 promoter; AID 485297; Huh7 Rab9 promoter-luciferase reporter, luminescence, 24 h; Potency, µM (doses to about 9.22 µM), without a hit: top-dose activation, negative = inhibition, actives largely listed as activators; 2.8% of 320,000 active; note: potency is the fitted concentration of half-maximal effect; % of control where 0% means no effect; nearly all actives have a fitted effect of over 60% in size
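Steps: seed 1500 Huh7 Rab9-luc cells per well, rest 2 h at 37 °C; add compound in DMSO; incubate 24 h; add luciferase reagent, 10 min ambient; read luminescence.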
p53 reactivation = mutant p53 re-activation in reporter cells; H1299 p53-A138V BP100-luciferase reporter, luminescence, 24 h; Potency, µM (titrated, usually from 92.2 µM), inactives show at the highest dose activity change, positive = activation, usual class: activators; 0.063% of 320,000 active; AID 504706; note: potency is the fitted concentration of half-maximal effect; % of control where 0% means no effect; nearly all actives have a fitted effect of over 45% in size
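p53-null H1299 cells stably carrying temperature-sensitive p53-A138V and a BP100-luciferase reporter were pinned with compounds (4-point, 1:5 series) and held 24 hrs at 37 deg C. Luminescence was read 10 min after detection reagent.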
ELG1 repair inh = inhibitors of ELG1-dependent DNA repair in HEK293T cells; AID 504467; Potency, µM (top dose mostly 46.1 µM), without a hit: at the highest dose activity change, negative = inhibition, most hits filed as inhibitors; 2.3% of 330,000 active; HEK293T ELG1-luciferase reporter, luminescence, 16 h; DNA damage induced by 5-fluorouridine; note: potency is the fitted concentration of half-maximal effect; % is set by controls: 0 for no effect and ±100 for the full control effect; nearly all actives have a fitted effect of over 55% in size
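5-Fluorouridine DNA damage + compound/DMSO, 2,000 cells/well, 16 h, 37 °C/5% CO2. ONE-Glo, 30 min RT, luminescence. Readout = decrease in reporter signal.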
ELG1 genotox = genotoxicity induction in ELG1-luciferase HEK293T cells; HEK293T ELG1-luciferase reporter, luminescence, 16 h; Potency, µM (highest dose often 46 µM), inactives show top-dose activity change, positive = activation, hits mostly activators; 1.3% of 330,000 active; note: potency is the fitted concentration of half-maximal effect; % of control where 0% means no effect; nearly all actives have a fitted effect of over 60% in size
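Step 1: seed 2,000 HEK293T ELG1-luciferase cells per well. Step 2: add compound or DMSO, incubate 16 hr at 37 °C. Step 3: ONE-Glo, 30 min at room temperature, read luminescence.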
VP16 counter = Gal4-VP16 reporter inhibition counter-screen; AID 2546; 3.5% of 310,000 active; Drosophila S2 Gal4-VP16 UAS-luciferase, luminescence, 20 h; Potency, µM (top dose mostly 53.6 µM), inactives show at the top dose activity, negative = inhibition, actives largely listed as inhibitors;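 note: Gal4-VP16 expression switched on by copper sulfate through the metallothionein promoter; potency is the fitted concentration of half-maximal effect; % is set by controls: 0 for no effect and ±100 for the full control effect; nearly all actives have a fitted effect of over 50% in size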
BRCA1 expr up = BRCA1 expression activation; MCF7-BRCA1-FFLuc reporter, luminescence, 48 h; response scale: scaled: vehicle 0%, 10 µM genistein 100%; Potency, µM (highest dose often 46.1 µM), inactives show at the highest dose activation, actives largely listed as activators; 1.1% of 380,000 active; AID 624202; note: potency is the fitted concentration of half-maximal effect; nearly all actives have a fitted effect of over 80% in size; some results filed as inactive show a strong effect at the top dose
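MCF7-BRCA1-FFLuc cells, 2000/well in phenol-red-free MEM, attached 2 h then treated 48 h at 37 C. Luciferase luminescence read 15 min after reagent; normalized to genistein maximum activation (10microM) and DMSO, concentration-response fitted.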
Tb PFK inh = inhibitors of T. brucei phosphofructokinase | T. brucei PFK, ADP-Glo luminescence | AID 485367 | O15648 | Potency, µM (doses to about 57.5 µM), inactives show at the top dose activity, negative = inhibition, most hits filed as inhibitors | 0.17% of 330,000 active;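 note: potency is the fitted concentration of half-maximal effect; 0% = uninhibited 1x PFK enzyme wells and -100% = no-enzyme wells; nearly all actives have a fitted effect of over 60% in size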
Target sequence (O15648 whole entry, looked up): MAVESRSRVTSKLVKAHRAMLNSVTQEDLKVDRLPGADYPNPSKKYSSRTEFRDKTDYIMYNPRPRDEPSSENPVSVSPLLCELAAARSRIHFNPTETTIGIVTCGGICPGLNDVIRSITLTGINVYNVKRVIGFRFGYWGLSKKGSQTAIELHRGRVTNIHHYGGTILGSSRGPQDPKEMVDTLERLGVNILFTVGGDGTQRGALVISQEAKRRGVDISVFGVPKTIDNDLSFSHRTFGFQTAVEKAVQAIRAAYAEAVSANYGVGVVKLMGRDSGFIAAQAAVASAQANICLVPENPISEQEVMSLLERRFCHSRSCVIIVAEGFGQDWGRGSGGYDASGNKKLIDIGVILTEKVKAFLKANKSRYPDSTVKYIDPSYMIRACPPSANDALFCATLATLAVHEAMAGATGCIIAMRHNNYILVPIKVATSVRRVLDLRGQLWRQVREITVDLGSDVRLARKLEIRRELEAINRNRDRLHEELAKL
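Activity is normalized to no-enzyme wells (full inhibition) and 1.25 nM enzyme wells (no inhibition). Reaction: 0.5 mM F6P, 0.1 mM ATP, 45 min RT, ADP-Glo luminescence; concentration-response curves fitted and classed by quality.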
RORgamma inh = inhibitors of mouse ROR gamma transcriptional activity; P51450; Drosophila S2 Gal4-RORgamma UAS-luciferase reporter, 20 h; Potency, µM (titrated, usually from 53.6 µM), for the others: at the highest dose activity change, negative = inhibition, hits mostly inhibitors; 5.4% of 310,000 active; note: potency is the fitted concentration of half-maximal effect; % is set by controls: 0 for no effect and ±100 for the full control effect; nearly all actives have a fitted effect of over 60% in size
Target sequence (P51450 whole entry, looked up, the tested form may be a part): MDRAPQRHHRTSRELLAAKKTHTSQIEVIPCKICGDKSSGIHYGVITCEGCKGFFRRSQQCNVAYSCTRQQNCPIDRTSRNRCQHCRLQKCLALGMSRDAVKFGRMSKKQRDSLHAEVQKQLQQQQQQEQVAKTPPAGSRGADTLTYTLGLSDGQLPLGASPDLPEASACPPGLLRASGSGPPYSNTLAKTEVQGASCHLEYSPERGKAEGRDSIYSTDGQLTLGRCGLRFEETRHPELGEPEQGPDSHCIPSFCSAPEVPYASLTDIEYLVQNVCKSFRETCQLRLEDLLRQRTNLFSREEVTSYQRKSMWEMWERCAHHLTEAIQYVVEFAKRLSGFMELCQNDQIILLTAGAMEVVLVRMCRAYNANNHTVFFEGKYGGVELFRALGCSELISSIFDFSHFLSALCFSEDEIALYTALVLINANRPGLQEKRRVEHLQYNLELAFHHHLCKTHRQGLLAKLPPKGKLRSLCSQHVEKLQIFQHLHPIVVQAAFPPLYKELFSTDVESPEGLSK
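Read-out: Photinus luciferase luminescence; inhibitors lower reporter signal. Insect Schneider cells with Gal4-ROR gamma fusion under metallothionein promoter, UAS reporter; 700 uM final copper sulfate induction, 20 hr, ambient temperature.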
FLuc modulator = inhibits or activates purified firefly luciferase, miR-21 counter-screen; P08659; purified FLuc, Km substrates, luminescence inhibition; Potency, µM (highest dose often 57.5 µM), for inactives: at the top dose activity change, negative = inhibition, most hits filed as inhibitors; 6.9% of 360,000 active;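 note: potency is the fitted concentration of half-maximal effect; plate controls were vehicle for no effect and reference inhibitor for full effect; nearly all actives have a fitted effect of over 55% in size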
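Purified P. pyralis luciferase, 10 nM final, with Km-level 10 uM D-luciferin and 10 uM ATP in 50 mM Tris acetate pH 7.5, 10 mM Mg acetate, 0.01% Tween-20, 0.05% BSA; 6-point qHTS titration about 60 µM downward; luminescence read.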
NPC1 promoter act = activates the NPC1 promoter; Potency, µM (highest dose often 9.22 µM), inactives show top-dose activation, most hits filed as activators; Huh7 NPC1 promoter luciferase reporter, 24 h; 2.4% of 320,000 active;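 note: potency is the fitted concentration of half-maximal effect; % of control where 0% means no effect; nearly all actives have a fitted effect of over 60% in size; reporter is driven by a mutant NPC1 promoter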
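Stably transfected Huh7 (NPC1 promoter→luciferase), 1500 cells/well in Opti-MEM + 10% FBS, 2 h settle, then compound 24 h at 37 °C. Luminescence after 10 min with Amplite reagent.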
TRPV1 ag = activates the human vanilloid receptor TRPV1; TRPV1-expressing cells, Fluo-8 calcium influx, agonist mode; 0.19% of 320,000 active; Q8NER1; activation, % at 8.33 µM; in the data active = activation above about 80%; inconclusive = between about 30% and that limit; note: 0% is about no effect
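TRPV1-expressing cells were cultured overnight at 35.5C and loaded with Fluo-8 calcium dye for 40 to 90 min at room temperature. After a 10 s baseline, compound was added and calcium influx was read kinetically for 3 min (ex 480/em 520 nm).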
The depositor's hits bear a star; ? = inconclusive; . = no result given; & = joins results of further samples; [ ] = dose if it differs, or a comment. Unless noted, calls come from the whole dose curve; as a rule, active = well fitted curve in the direction sought with a large enough effect; inconclusive = small, poorly fitted or top-dose-only effect, or another doubt; inactive = no such curve, though single readings can be large; an effect the other way counts as inactive or inconclusive.

nr | smiles | Rab9 prom act | p53 reactivation | ELG1 repair inh | ELG1 genotox | VP16 counter | BRCA1 expr up
1 | COc1ccc(OC2CCN(S(=O)(=O)c3cccc(F)c3)CC2)cc1 | -3% | . | ? | -6% | 3% | -37%
2 | O=C(CNc1cc(S(=O)(=O)N2CCOCC2)ccc1NCC1CCCO1)Nc1ccc(C(F)(F)F)cc1 (configuration not stated) | 1% | -8% | ? | -7% | . | -17%
3 | O=C(Cc1cc(=O)oc2cc(O)ccc12)NCC1CCC(C(=O)O)CC1 (configuration not stated) | -2% | -5% | -5% | 3% | -8% | 0%
4 | CC(C)C[C@@H](CSc1ccccc1)N1CCN(CCc2ccccc2)CCC1=O | 1% | 28% | 0% | 2% | 18% | 23%
5 | COc1cc(CC(=O)NCc2cccs2)cc(OC)c1OC | 2% | 2% | -4% | 2% | 4% | 0%
6 | COc1cc(C(=O)NCCOc2cccc(C)c2)c(Br)c(OC)c1OC | 1% | 3% | ? | -3% | 11% | 7%
7 | c1ccc2c3c([nH]c2c1)CCNC3 | 0% | -5% | -1% | -7% | 4% | -11%
8 | CC1CCCCN1C(=S)Nc1ccc2nc3n(c(=O)c2c1)CCCCC3 (configuration not stated) | -9% | 4% | -2% | -4% | -12% | -2%
9 | O=C(CSc1nnc(NC(=O)c2cccc(F)c2)s1)NCC1CCCO1 (configuration not stated) | 23% | 20% | ? | 21% | -18% | 45%
10 | Cn1c(=O)c2sccc2n2c(CCCC(=O)NCc3ccco3)nnc12 | 7% | 19% | 4% | -1% | -9% | 0%
11 | CC(=O)/C(=N/Nc1ccccc1)Sc1nnc(CCc2ccccc2)n1-c1ccccc1 | 4% | -4% | -27% | -10% | -3% | -25%
12 | c1ccc(-c2nc(-c3ccco3)n3ccccc23)cc1 | -4% | 18% | -25% | -1% | ? | -67%
13 | O=C1NC(=Nc2ccc(Cl)cc2)SC1Cc1cc(Cl)ccc1Cl (configuration not stated) | -3% | 1% | ? | -4% | ? | -32%
14 | Cc1cc(=O)oc2c(CN3CC(C)OC(C)C3)c(O)c(Cl)cc12 (configuration not stated) | 0%[1.84 µM] | 9% | 8% | 5% | -16%[10 µM] | 0%
15 | CC(=O)Oc1ccc(/C=C(\NC(=O)c2ccco2)C(=O)NCc2ccco2)cc1 | 4% | -2% | 5% | 5% | 2% | 6%

nr | Tb PFK inh | RORgamma inh | FLuc modulator | NPC1 promoter act | TRPV1 ag
1 | 0% | 21% | -2%&-11% | 0% | 7
2 | -14% | . | -1% | 6% | -5
3 | -1% | 1% | -1% | 7% | 0
4 | 0% | 33% | ? | 0% | 7
5 | 1% | -5% | 3% | -1% | 1
6 | 10% | 10% | -1% | -3% | -9
7 | -4% | 13% | -1% | -3% | -2
8 | 0% | 25%[10 µM] | ? | 0% | -1
9 | 1% | -30% | 6µM* | 15% | 1
10 | 1% | 11% | -2% | -1% | 2
11 | -7% | -9% | -6% | 2% | 1
12 | -14% | ? | ? | 0% | -2
13 | 0% | ? | 7% | -2% | 0
14 | -9% | -2% | 2% | -2% | -4
15 | 1% | 0% | 1% | -4% | -4

New compounds follow.
nr | smiles | Rab9 prom act | p53 reactivation | ELG1 repair inh | ELG1 genotox | VP16 counter | BRCA1 expr up
16 | C1CCN(CCCNC2C3CC4CC(C3)CC2C4)C1 (configuration not stated) | -5% | -8% | 3% | -2% | 2% | -7%
17 | O=C(c1cc(-c2ccccc2O)on1)N1CCc2ccccc2C1 | 6% | ? | ? | 16% | ? | 10µM*
18 | Cc1cc(NC(=O)c2ccccc2)ccc1NC(=O)Cc1ccccc1 | 9% | . | -21% | 4% | 14% | 18%
19 | COc1ccc(NC(=O)C2CCC(CNc3c(N4CCOCC4)c(=O)c3=O)CC2)cc1Cl (configuration not stated) | -8% | 2% | ? | 0% | 1% | -7%
20 | COC(=O)C1=C(C)NC(=O)/C1=C\c1cc(C)n(-c2ccc(F)cc2)c1C | 19% | -1% | 12% | 3% | -1% | 70%
21 | CCOc1ccc(N2CC(C(=O)Nc3cccc(S(=O)(=O)N4CCCC4)c3)CC2=O)cc1 (configuration not stated) | -7% | 1% | -17% | -2% | . | -11%
22 | CC(CNC(=O)Cn1cnc2c(NCc3ccccc3)ncnc21)c1ccccc1 (configuration not stated) | . | 2% | -3% | 4% | . | 2%
23 | CC(C)CN(C(=O)COC(=O)C12CC3CC(CC(O)(C3)C1)C2)C1CCS(=O)(=O)C1 (configuration not stated) | 3% | 4% | 1% | 8% | 0% | 19%
24 | COc1ccc(Br)cc1S(=O)(=O)n1ccnc1 | 0% | 0% | 4% | 4% | -5% | 9%
25 | Cc1ccc(C(=O)NCc2ccc3c(c2)OCO3)cc1S(=O)(=O)N1CCOCC1 | 0% | 4% | -4% | -1% | -7% | -9%
26 | CC1=C(C)Cc2c(OC(=O)c3ccccc3)ccc(OC(=O)c3ccccc3)c2C1 | -1% | -3% | 15% | 0% | -3% | .
27 | Nc1ccc2nc(CCc3ccccc3)[nH]c2c1 | ? | ? | ? | 15% | -26% | ?
28 | O=C(N/N=C\c1cccnc1)c1ccc(Cl)s1 | 16% | 20% | ? | ? | 13% | 30%
29 | COc1ccc(-c2noc(Cn3cc(S(=O)(=O)N4CCCC4)ccc3=O)n2)cc1 | -6% | -1% | -11% | 0% | . | 14%
30 | Cn1cccc1C1Nc2ccccc2NC2=C1C(=O)CC(C)(C)C2 (configuration not stated) | -5% | 23% | 9% | -2% | ? | 0%

nr | Tb PFK inh | RORgamma inh | FLuc modulator | NPC1 promoter act | TRPV1 ag
16 | 0% | 1% | -1% | -4% | -2
17 | 3% | -14% | ? | -5% | .
18 | -6% | 12% | ? | -4% | 4
19 | 0% | 29% | 3% | 3% | 1
20 | -2% | 0% | 19µM* | 0% | 1
21 | -1% | . | -8% | -4% | -8
22 | -1% | . | . | . | .
23 | 0% | -8% | 6% | -1% | -1
24 | -8% | -1% | -12% | 3% | 4
25 | -9% | -10% | 1% | -1% | 13
26 | 2% | -2% | 0% | 1% | 7
27 | 5% | 23%[10 µM] | ? | 20% | 24
28 | 2% | -5% | 13µM* | 1% | ?
29 | 1% | . | -18% | -3% | -2
30 | 1% | ? | 2% | 2% | 1

Next records follow:
nr | smiles | Rab9 prom act | p53 reactivation | ELG1 repair inh | ELG1 genotox | VP16 counter | BRCA1 expr up
31 | CSCCC(NC(=O)c1ccc([N+](=O)[O-])cc1Cl)C(=O)OCC(=O)NC(=O)CN1CCCC1=O (configuration not stated) | 1% | 4% | 6% | -10% | . | 19%
32 | Cc1ccccc1OCCOc1cccc(/C=N/NC(=O)Cc2nnc(N)s2)c1 | 0.45µM* | ? | ? | -1% | ? | ?
33 | COc1cc(/C=N/NC(N)=S)ccc1OC(=O)c1ccc(C)cc1 | 0% | 11% | ? | -8% | ? | -64%
34 | CCC(C)(C)NC(=O)/C=C/c1ccccc1[N+](=O)[O-] | 8% | 3% | 24% | 0% | 6% | 20%
35 | COCCCNC(=S)NC1CC2CCCC(C1)N2Cc1ccco1 (configuration not stated) | -1% | -1% | 3% | -1% | 7% | 19%
36 | O=C(NC1CCCCCC1)C1CCN(S(=O)(=O)N2CCC3(CC2)OCCO3)CC1 | -4% | -4% | -4% | 2% | -2% | 12%

nr | Tb PFK inh | RORgamma inh | FLuc modulator | NPC1 promoter act | TRPV1 ag
31 | -6% | . | -20% | 1% | 0
32 | 2% | -16% | ? | 1.6µM* | 9
33 | 1% | 20µM* | -11% | 3% | 13
34 | -1% | 45% | -7% | 0% | -2
35 | -2% | 23% | 0% | -1% | -2
36 | 1% | -14% | 6% | -7% | 1

Screen by screen, from the results shown.
Nos. 31–36 in TRPV1 ag read 0, 9, 13, -2, -2, 1
Nos. 31–36 in RORgamma inh read ., -16%, 20µM*, 45%, 23%, -14%
Nos. 31–36 in ELG1 repair inh read 6%, ?, ?, 24%, 3%, -4%

As a short view, 3 of the compounds above:
nr | smiles | Rab9 prom act | p53 reactivation | ELG1 repair inh | ELG1 genotox | VP16 counter | BRCA1 expr up
34 | CCC(C)(C)NC(=O)/C=C/c1ccccc1[N+](=O)[O-] | 8% | 3% | 24% | 0% | 6% | 20%
35 | COCCCNC(=S)NC1CC2CCCC(C1)N2Cc1ccco1 (configuration not stated) | -1% | -1% | 3% | -1% | 7% | 19%
36 | O=C(NC1CCCCCC1)C1CCN(S(=O)(=O)N2CCC3(CC2)OCCO3)CC1 | -4% | -4% | -4% | 2% | -2% | 12%

nr | Tb PFK inh | RORgamma inh | FLuc modulator | NPC1 promoter act | TRPV1 ag
34 | -1% | 45% | -7% | 0% | -2
35 | -2% | 23% | 0% | -1% | -2
36 | 1% | -14% | 6% | -7% | 1
